Assay outcomes from PubChem BioAssay.
FLuc act counter: affects firefly luciferase, flagging false hits in luciferase stimulation screens | ATPlite luciferase biochemical, luminescence, 10 min; 0 = ATP-free wells, 1 = DMSO control | activation factor at 10 µM | 200,000 tested, under 10 active | AID 1027;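 active = luciferase activation factor, scaled between plate controls, of at least 2 with compound at 10 µM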
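Assay system: Luciferase/luciferin detection reagent, cell-free biochemical luciferase assay / Also added: ATP substrate / Schedule: 10 min at ambient temperature / Measured by: luminescence measurement of luciferase light output / Benchmarks: low control with PBS replacing ATP, high control enzyme plus ATP without compound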
TNAP inh hi DEA: TNAP (human) inhibition, high acceptor; P05186; hit rate 0.03% among 200,000; purified TNAP, CDP-star luminescence, 1 M DEA; AID 1135; inhibition, % at 20 µM;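 active = over 50% inhibition of tissue-nonspecific alkaline phosphatase at 20 µM in the single-dose screen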;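 note: plate controls were DMSO wells for no effect and EDTA-quenched wells as full inhibition for full effect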
Target sequence (P05186 whole entry, looked up): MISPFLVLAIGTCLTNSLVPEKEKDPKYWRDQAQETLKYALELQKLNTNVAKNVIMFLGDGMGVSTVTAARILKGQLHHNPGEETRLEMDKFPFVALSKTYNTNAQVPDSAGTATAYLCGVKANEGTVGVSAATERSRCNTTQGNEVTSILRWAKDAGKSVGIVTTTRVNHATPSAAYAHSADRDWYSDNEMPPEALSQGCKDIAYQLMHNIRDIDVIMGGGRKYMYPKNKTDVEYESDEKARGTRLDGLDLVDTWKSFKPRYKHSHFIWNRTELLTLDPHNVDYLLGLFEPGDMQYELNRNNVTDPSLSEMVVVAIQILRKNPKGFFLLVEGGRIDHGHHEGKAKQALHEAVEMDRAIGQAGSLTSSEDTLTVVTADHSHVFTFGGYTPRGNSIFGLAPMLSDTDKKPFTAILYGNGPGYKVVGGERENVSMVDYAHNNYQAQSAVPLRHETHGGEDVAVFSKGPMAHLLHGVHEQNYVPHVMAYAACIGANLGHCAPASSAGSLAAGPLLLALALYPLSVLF
Diaph act CS: counter-screen for diaphorase-based assays: diaphorase activators and chemical reducers; Diaphorase/resazurin coupled assay, resorufin fluorescence, 16 min; active compounds read high; 1 = vehicle wells, 0 = NADH-free wells; activation factor at 20 µM; hit rate 0.005% among 190,000;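 active = diaphorase activity raised at least twofold by the compound at 20 µM; inactive = activation factor below 2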
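System – purified diaphorase enzyme from Clostridium kluyveri · Input – enzyme 0.07 U/mL final · Also added – final NADH 0.114 mM, resazurin 0.1 mM · Measured by – fluorescence of resorufin, 544 nm excitation, 590 nm emission · Timing – 16 min enzyme reaction, ambient temperature · Measure – resorufin increase flagging diaphorase activators or reducers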
Diaphorase inh: diaphorase inhibition or chemical oxidation counter-screen. hit rate 0.69% among 190,000. diaphorase resazurin-to-resorufin fluorescence, NADH, 16 min; bacterial (C. kluyveri) enzyme, not human. AID 1217. inhibition, % at 20 µM;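 active = primary screen inhibition at 20 µM above a set limit, cut at about 50% in these data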;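 note: plate controls were DMSO with full reaction for no effect and wells lacking NADH for full effect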
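Test system: Clostridium kluyveri diaphorase enzyme / Quantity: diaphorase at 0.14 U/mL in enzyme working solution / Incubation: 16-min room-temperature incubation before reading / Benchmarks: NADH-free wells as positive control, DMSO-only neutral wells / Signal: resorufin fluorescence 544/590 nm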
TNAP act hi DEA: increases human TNAP activity under high phosphate acceptor concentration; purified TNAP, CDP-star luminescence, 1 M DEA, 30 min; active compounds read high; 0 = EDTA background, 1 = DMSO-only activity; 200,000 tested, under 10 active; activation factor at 20 µM; P05186;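 active = activation factor at least 2 at 20 µM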
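Assay system: human TNAP; Input: enzyme diluted 1/800 final; Reagent: CDP-star luminogenic substrate at 100 µM final; Timing: 30 min, room temperature; Signal: luminescence; Evaluation: TNAP activation factor scaled between EDTA and DMSO control wells.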
PMI act satM6P: PMI (human) activation, high substrate | coupled PMI enzyme assay, resazurin fluorescence, 20 min; active compounds read high; 1 = untreated enzyme, 0 = substrate-free blank | hit rate 0.34% among 190,000 | activation factor at 20 µM | P34949;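 active = activation factor of 2 or more at 20 µM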
Target sequence (P34949 whole entry, looked up): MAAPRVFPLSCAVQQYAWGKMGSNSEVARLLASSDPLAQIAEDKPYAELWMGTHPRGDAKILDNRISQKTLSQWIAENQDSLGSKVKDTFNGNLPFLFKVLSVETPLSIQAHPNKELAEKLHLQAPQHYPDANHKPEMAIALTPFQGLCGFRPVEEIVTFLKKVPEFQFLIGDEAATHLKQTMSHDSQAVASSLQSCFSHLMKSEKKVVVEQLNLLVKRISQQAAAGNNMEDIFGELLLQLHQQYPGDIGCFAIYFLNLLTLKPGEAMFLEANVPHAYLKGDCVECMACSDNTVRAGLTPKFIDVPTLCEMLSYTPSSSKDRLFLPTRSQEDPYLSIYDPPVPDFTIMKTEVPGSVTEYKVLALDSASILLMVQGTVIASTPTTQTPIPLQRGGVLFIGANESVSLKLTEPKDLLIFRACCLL
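Material: human phosphomannose isomerase with PGI, G6PDH, diaphorase coupling enzymes / Reagent: Man-6-P substrate 1.0 mM / Dosing: single compound dose of 20 µM, 1% DMSO final / Incubation: enzyme reaction with compound 20 min at room temperature / Signal: resorufin fluorescence (Ex 544/Em 590 nm) from resazurin via diaphorase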
Efa HMGR inh: inhibitors of class II HMG-CoA reductase from Enterococcus faecalis; inhibition, % at 10 µM; purified E. faecalis HMGR, NADPH absorbance 340 nm kinetic; hit rate 0.41% among 190,000;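 active = inhibition above a set limit, the median over all tested compounds plus 3 SD, cut at about 9.5% in these data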;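 note: enzyme runs in reverse so mevalonate oxidation gives rising NADPH absorbance; 0% = complete reaction with DMSO and 100% = background rate lacking mevalonate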
TNAP inh no acc: blocks human TNAP activity with no phosphate acceptor present; purified TNAP, CDP-star luminescence, 30 min; P05186; inhibition, % at 20 µM; hit rate 0.26% among 200,000; AID 1012;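 active = tissue-nonspecific alkaline phosphatase inhibition above about 50% at 20 µM in the single-dose screen, limit read from the data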;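 note: 0% = DMSO negative control and 100% = EDTA positive control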
G6PDH CS: inhibits Leuconostoc G6PDH, flagging false hits in G6PDH-based assays. AID 1020. Purified L. mesenteroides G6PDH, diaphorase/resazurin coupled fluorescence, 45 min. inhibition, % at 5 µM. hit rate 0.12% among 200,000; in the data active = inhibition above about 50%
PMI activator: phosphomannose isomerase (human) activation; P34949; purified human PMI, coupled resazurin fluorescence, 20 min; active compounds read high; 1 = vehicle control, 0 substrate-free wells; activation factor at 20 µM; hit rate 0.005% among 190,000; AID 1214;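 active = activation factor of 2 or more at 20 µM, relative to plate controls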
Active calls of the source: *.

no.	SMILES	FLuc act counter	TNAP inh hi DEA	Diaph act CS	Diaphorase inh	TNAP act hi DEA
1	Cc1nc2ccccn2c1C(=O)CSc1ccccc1Cl	1	1	0.8	18	1
2	Cc1ccc(C)c(N2CCN(C(=O)CCCOc3cc(=O)n(C)c4ccccc34)CC2)c1	1	-2	0.8	16	1
3	CCn1c(=O)c(NC(=O)c2ccccc2)c2n(c1=S)CCCCC2	1	6	0.8	24	0.9
4	CCOc1ccccc1NC(=O)c1ccccc1N(C)S(C)(=O)=O	1	-3	0.8	20	1
5	Cc1ccc(S(=O)(=O)NCC(=O)N(CC(=O)NC(C)(C)C)Cc2cccs2)cc1	1	4	1.1	-14	1
6	Cc1[nH]c(=O)[nH]c(=O)c1Cc1cccc2ccccc12	1.1	-5	1	-1	1
7	CC(C)Oc1ccc(C(=O)NC(=S)Nc2ccc(CN3CCOCC3)cc2)cc1	1	1	0.7	26	1
8	CC(CN1CCCCC1)OC(=O)c1ccc2c(c1)OCO2 (stereo unspecified)	1	-2	0.9	11	1
9	CSCCC(NC(=O)c1ccccc1)C(=O)Nc1ccc(C)cc1 (stereo unspecified)	1	-5	1	3	1.1
10	CCOC(=O)C1(Cc2cccc(OC)c2)CCN(Cc2cnc(SC)nc2)CC1	1	-6	1.1	-12	1.1
11	CC1CN(c2nc3c(c(=O)n(Cc4ccc(Cl)cc4)c(=O)n3C)n2C)CC(C)O1 (stereo unspecified)	1	0	0.9	13	1
12	COc1ccc(S(=O)(=O)CCC(=O)NCCc2ccc(C)cc2)cc1	1	3	0.9	9	1

no.	PMI act satM6P	Efa HMGR inh	TNAP inh no acc	G6PDH CS	PMI activator
1	0.9	-6	-2	-3	0.9
2	0.8	-2	-1	11	0.8
3	1	-3	-17	4	0.9
4	0.8	1	-7	0	0.8
5	1.2	-5	0	1	1.2
6	1	1	-5	10	1
7	1	-2	2	4	0.8
8	1	-3	-5	-18	0.9
9	1	1	-13	12	0.9
10	1	-2	-9	6	1
11	0.9	3	-9	6	1
12	0.9	-1	-3	3	0.9

Additional results
no.	SMILES	FLuc act counter	TNAP inh hi DEA	Diaph act CS	Diaphorase inh	TNAP act hi DEA
13	CCOc1ccccc1C(=O)NC1CCN(Cc2nnnn2C2CCCC2)CC1	1.1	-2	0.8	16	1
14	Cc1ccccc1-c1nnc(-c2ccc(Cl)cc2)o1	0.8	-3	1	3	1
15	Cn1cc(C(=O)NCc2cccs2)c(=O)c2cc(S(=O)(=O)N3CCCC3)ccc21	1	-3	1.1	-10	1
16	O=C(CCCOc1ccccc1)OCn1nnc2ccccc2c1=O	1	-6	0.9	13	1.1
17	Cc1cc(/C=N/NC(N)=O)c(C)c(CO)c1	1	-6	0.8	18	1.1
18	C=CCNC(=O)c1sc(=S)n(-c2ccc(C(=O)OCC)cc2)c1N	1.1	-1	0.9	10	1
19	CS(=O)(=O)N(CCc1ccccc1)CC(=O)NCc1ccncc1	1	-3	0.9	11	1
20	O=C(CN1CCOCC1)Nc1ccccc1	1	-2	0.8	16	1
21	COc1ccc(CN(C)Cc2cc(=O)n3ccsc3n2)c(OC)c1OC	1	-5	0.9	10	1
22	O=C(C1CCCCC1)N1CCC(c2nc3c(nnn3Cc3c(F)cccc3Cl)c(=O)[nH]2)CC1	1	7	0.9	9	0.9
23	COc1ccc(CNC(=O)c2c(F)c(F)c(F)c(F)c2F)cc1	1	-2	0.9	5	1
24	Cc1nnc(SCC(=O)Nc2sc3c(c2C(N)=O)CCCC3)[nH]c1=O	1.1	-7	0.9	14	1.1

no.	PMI act satM6P	Efa HMGR inh	TNAP inh no acc	G6PDH CS	PMI activator
13	1	-17	-10	8	1.1
14	1.1	-2	-9	9	1
15	1.1	1	4	12	1.1
16	0.8	4	-8	8	0.9
17	0.9	-1	-11	2	1
18	1	0	-7	22	0.7
19	1	1	-18	1	1
20	0.9	-4	-5	1	0.9
21	1	2	-17	1	1
22	0.9	-7	1	-2	1.1
23	1	-1	-4	10	1
24	1	-4	3	13	1.1

Next section.
no.	SMILES	FLuc act counter	TNAP inh hi DEA	Diaph act CS	Diaphorase inh	TNAP act hi DEA
25	CCOC(=O)CNC(=O)C1c2cc(OC)c(OC)cc2C(=O)N(C)C1c1ccccc1F (stereo unspecified)	1	-3	0.8	16	1
26	CCCCc1cn([C@@H](CCCCNC(=O)OC(C)(C)C)C(=O)N2CCN(C(=O)OC(C)(C)C)CC2)nn1	1.1	-3	0.8	22	1
27	COc1ccc(N2CCN(C(=O)[C@H](Cc3c[nH]c4ccccc34)NC(C)=O)CC2)cc1	1	1	1	1	1
28	Cn1c(=O)c2c(nc(CN3CCC(C(N)=O)CC3)n2Cc2c(F)cccc2Cl)n(C)c1=O	1.1	-4	0.8	17	1
29	Cc1cccc(NC(=O)NC(C)C(c2cccs2)N2CCOCC2)c1 (stereo unspecified)	1.1	-1	0.8	21	1
30	CCN1CCN(C(=O)c2nn(-c3ccc(C)cc3)c(=O)c3c2c2ccccc2n3C)CC1	1.1	-8	0.9	7	1.1
31	O=C(Nc1ccc(N2CCCC2)c(Cl)c1)c1ccc([N+](=O)[O-])o1	0.7	9	0.9	13	0.9
32	CC(=O)Nc1cn(-c2ccccc2)nc1-c1ccccc1	1	0	0.9	10	1
33	O=C(O)c1ccc(N=C2SCC(=O)N2Cc2ccccc2)cc1	1.1	-7	0.8	19	1.1
34	CCOc1ccc2nc(SCc3cccc(C)c3)nc(C)c2c1	1	-6	1	1	1.1
35	Clc1ccc(-c2ccc(C=Nc3ccc(N4CCOCC4)cc3)o2)cc1	1	-2	0.8	22	1
36	COc1ccccc1N1CCN(C(=O)CCn2c(=O)[nH]c3ccccc3c2=O)CC1	1	2	1	4	1

no.	PMI act satM6P	Efa HMGR inh	TNAP inh no acc	G6PDH CS	PMI activator
25	0.9	-3	-8	18	0.8
26	1.1	0	-5	10	1.1
27	0.8	7	-1	5	0.9
28	0.9	2	-9	3	0.9
29	0.8	0	3	1	0.8
30	1	-4	-15	4	1
31	0.7	-5	4	17	0.8
32	1	-9	-3	-1	1
33	0.9	-4	-9	11	0.9
34	0.9	-6	-6	31	0.8
35	0.8	-3	7	-22	0.8
36	1.1	1	-2	4	1

Quoted from above, compounds 2–5
no.	SMILES	FLuc act counter	TNAP inh hi DEA	Diaph act CS	Diaphorase inh	TNAP act hi DEA
2	Cc1ccc(C)c(N2CCN(C(=O)CCCOc3cc(=O)n(C)c4ccccc34)CC2)c1	1	-2	0.8	16	1
3	CCn1c(=O)c(NC(=O)c2ccccc2)c2n(c1=S)CCCCC2	1	6	0.8	24	0.9
4	CCOc1ccccc1NC(=O)c1ccccc1N(C)S(C)(=O)=O	1	-3	0.8	20	1
5	Cc1ccc(S(=O)(=O)NCC(=O)N(CC(=O)NC(C)(C)C)Cc2cccs2)cc1	1	4	1.1	-14	1

no.	PMI act satM6P	Efa HMGR inh	TNAP inh no acc	G6PDH CS	PMI activator
2	0.8	-2	-1	11	0.8
3	1	-3	-17	4	0.9
4	0.8	1	-7	0	0.8
5	1.2	-5	0	1	1.2

The listing continues.
no.	SMILES	FLuc act counter	TNAP inh hi DEA	Diaph act CS	Diaphorase inh	TNAP act hi DEA
37	COc1cc(/C=N/NC(=O)CCN2CCN(C(c3ccccc3)c3ccccc3)CC2)ccc1O	1	2	0.9	7	1
38	COc1ccc(/C=N/OCC(=O)Nc2cc(C)on2)cc1OC	1	-1	0.8	22	1
39	CCN(CC(=O)NC(C)(C)C)C(=O)c1ccc(Br)cc1	1.1	-5	1	-3	1.1
40	CCOc1cc(/C=N/NC(=O)C(N)=O)cc(Br)c1O	1	-5	0.8	15	1
41	COc1cccc(NC(=S)N(CCCN2CCCC(C)C2)Cc2cccs2)c1 (stereo unspecified)	1.1	-8	0.9	7	1.1
42	O=C(Nc1ccc(N2CCN(C(=O)c3ccccc3)CC2)cc1)c1ccc2c(c1)OCO2	1	0	0.9	14	1
43	COc1ccc(Cl)cc1NC(=O)CNCC(c1ccccc1)N(C)C (stereo unspecified)	1	-5	1	-4	1
44	N=c1sccn1CC(=O)Nc1ccccc1-c1ccccc1	1	-8	1	-4	1.1
45	CCN(CC)C(=S)SC1CCCCN(C(=O)c2ccc(F)cc2)C1=O (stereo unspecified)	1.1	-4	0.9	13	1
46	COc1ccc(CSC2=NCCN2)cc1Cl	1.1	-5	0.9	9	1

no.	PMI act satM6P	Efa HMGR inh	TNAP inh no acc	G6PDH CS	PMI activator
37	0.9	-3	-10	-37	0.9
38	0.8	-6	-13	-7	0.8
39	1.1	0	-12	3	1.2
40	0.8	-4	-8	0	0.9
41	1	1	-24	8	1
42	0.9	4	-6	4	0.8
43	1.1	4	-36	5	1.2
44	1.1	-1	6	22	1
45	1	-4	-18	1	0.9
46	1.1	-9	-11	-6	1.1
